FLuc act counter: firefly luciferase counter-screen for stimulation assays; P08659; ATPlite luciferase biochemical, luminescence, 10 min; 0 = ATP-free wells, 1 = DMSO control; activation factor at 10 µM; 200,000 tested, under 10 active; AID 1027;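 active = luciferase activation factor, scaled between plate controls, of at least 2 with compound at 10 µM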
Target sequence (P08659 whole entry, looked up): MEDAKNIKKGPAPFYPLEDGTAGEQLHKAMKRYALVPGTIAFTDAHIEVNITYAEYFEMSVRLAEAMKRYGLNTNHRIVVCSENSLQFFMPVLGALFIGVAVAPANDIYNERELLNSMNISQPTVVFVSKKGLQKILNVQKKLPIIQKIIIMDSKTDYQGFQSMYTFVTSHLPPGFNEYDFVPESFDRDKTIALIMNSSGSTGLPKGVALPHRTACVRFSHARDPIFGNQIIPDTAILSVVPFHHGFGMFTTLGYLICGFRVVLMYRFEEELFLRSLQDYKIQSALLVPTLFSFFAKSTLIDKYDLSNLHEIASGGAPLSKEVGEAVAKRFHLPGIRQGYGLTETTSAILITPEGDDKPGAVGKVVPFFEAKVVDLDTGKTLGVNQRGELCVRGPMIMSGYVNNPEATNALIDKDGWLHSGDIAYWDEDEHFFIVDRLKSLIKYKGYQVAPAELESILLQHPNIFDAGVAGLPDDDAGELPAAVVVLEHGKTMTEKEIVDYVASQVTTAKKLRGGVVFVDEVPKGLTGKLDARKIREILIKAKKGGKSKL
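Assay system: Luciferase/luciferin detection reagent, cell-free biochemical luciferase assay / Read-out: luciferase activation / Benchmarks: No-ATP low control, compound-free enzyme-plus-ATP high control / Medium: PBS buffer for ATP / Detection: luminescence measurement of luciferase light output / Schedule: 10 min at ambient temperature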
FLuc inhib CS: inhibits firefly luciferase, flagging false hits in luciferase inhibition screens. AID 1006. inhibition, % at 10 µM. P08659. 1.5% of 200,000 active. ATPLite firefly luciferase biochemical luminescence, 10 min;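 active = inhibition above about 50% when tested at 10 µM, limit read from the data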
TNAP inh hiacc: blocks human TNAP under high phosphate acceptor concentration; inhibition, % at 20 µM; 0.03% of 200,000 active; P05186; purified TNAP, CDP-star luminescence, 1 M DEA;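 active = over 50% inhibition of tissue-nonspecific alkaline phosphatase at 20 µM in the single-dose screen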;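 also: plate controls were DMSO wells for no effect and EDTA-quenched wells as full inhibition for full effect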
Target sequence (P05186 whole entry, looked up): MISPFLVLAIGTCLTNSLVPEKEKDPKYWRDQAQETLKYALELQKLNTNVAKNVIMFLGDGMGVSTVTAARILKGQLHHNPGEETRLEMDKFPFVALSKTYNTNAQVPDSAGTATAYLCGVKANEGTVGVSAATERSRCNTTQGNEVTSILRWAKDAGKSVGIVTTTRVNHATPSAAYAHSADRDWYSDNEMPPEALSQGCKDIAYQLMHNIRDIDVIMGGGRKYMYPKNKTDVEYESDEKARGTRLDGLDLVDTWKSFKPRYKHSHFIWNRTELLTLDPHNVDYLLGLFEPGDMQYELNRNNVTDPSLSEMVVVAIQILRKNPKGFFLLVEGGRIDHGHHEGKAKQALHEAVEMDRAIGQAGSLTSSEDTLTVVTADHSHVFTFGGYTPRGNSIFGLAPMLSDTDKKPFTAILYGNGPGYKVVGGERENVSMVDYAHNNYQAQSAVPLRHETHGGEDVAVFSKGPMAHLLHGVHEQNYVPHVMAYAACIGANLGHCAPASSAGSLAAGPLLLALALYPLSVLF
APP transl inh: APP translation inhibition | inhibition, % at 2 µM | SH-SY5Y APP 5'UTR-luciferase reporter, luminescence | 0.82% of 190,000 active;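 active = inhibition above a set limit, derived from the sample mean plus 3 SD, cut at about 45% in these data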; also: values of inactives mirror those of a sister screen read the other way
bIAP inh: intestinal alkaline phosphatase (bovine) inhibition | 190,000 tested, under 10 active | inhibition, % at 20 µM | purified bovine IAP, CDP-star luminescence, 30 min | AID 1019;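 active = over 50% inhibition of intestinal alkaline phosphatase at 20 µM in the single-dose screen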
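Incubation: 30 min reaction at room temperature / Material: purified bovine intestinal alkaline phosphatase (IAP) enzyme / Input: enzyme at 1/65,000,000 dilution / Dosing: 20 µM single dose / Signal: CDP-star luminescence signal / Reagent: CDP-star chemiluminescent phosphatase substrate, 30 µM final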
RAM network inh: inhibitors of the yeast RAM network; S. cerevisiae dse1pr::URA3 reporter, 5-FOA growth OD615, 2 d; analog-sensitive cbk1-as2 kinase mutant strain; 1.8% of 190,000 active; AID 868; inhibition, % at 50 µM;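 active = inhibition above a set limit, 3 SD over mean compound inhibition, cut at about 8.4% in these data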;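 also: 0% = DMSO-only wells with no growth and 100% = 10 µM 1-NA-PP1 full growth; inhibition rescues growth on 5-FOA so higher OD means more RAM inhibition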
TNAP inh no acc: inhibitors of human TNAP without phosphate acceptor | P05186 | purified TNAP, CDP-star luminescence, 30 min | inhibition, % at 20 µM | 0.26% of 200,000 active;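 active = tissue-nonspecific alkaline phosphatase inhibition above about 50% at 20 µM in the single-dose screen, limit read from the data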;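 also: 0% = DMSO negative control and 100% = EDTA positive control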
bIAP act: increases bovine intestinal alkaline phosphatase activity. 0.17% of 200,000 active. activation factor at 20 µM. purified bovine IAP, CDP-star luminescence, 30 min; active compounds read high; fold of DMSO-control signal, blank-subtracted;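 active = activation factor of 2 or more at 20 µM, a signal rise over negative controls twice the positive control's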
TNAP act hiacc: activators of human TNAP at high phosphate acceptor concentration; P05186; purified TNAP, CDP-star luminescence, 1 M DEA, 30 min; active compounds read high; 0 = EDTA background, 1 = DMSO-only activity; activation factor at 20 µM; 200,000 tested, under 10 active;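 active = activation factor at least 2 at 20 µM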
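Measured by: Luminescent substrate turnover signal | Test system: Human TNAP | Input: TNAP 1/800 final | Dosing: 20 µM single point | Schedule: 30 min, room temperature | Controls: EDTA wells as negative control, DMSO wells as positive control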
Lmaj promast: Leishmania major promastigote growth inhibition; Leishmania major promastigotes, resazurin fluorescence viability; inhibition, % at 10 µM; 9% of 200,000 active; in the data active = inhibition above about 50%;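 also: promastigotes grown with compound for 44 hours at 28 °C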
* marks the source's active call; other numbers are inactive results; nt = no result given. An unsorted share of the library (roughly 13% active in at least one column).

SMILES | FLuc act counter | FLuc inhib CS | TNAP inh hiacc | APP transl inh | bIAP inh | RAM network inh | TNAP inh no acc | bIAP act | TNAP act hiacc | Lmaj promast
Cc1cc(C(=O)OCC(=O)Nc2cc(S(=O)(=O)N(C)C)ccc2C)c2ccccc2n1 | 1 | -1 | -4 | -5 | 0 | 0.0 | -9 | 1 | 1 | 9
CCOC(=O)Cc1csc(NC(=O)c2sc3nc4ccc(C)cc4cc3c2N)n1 | 1 | -3 | -4 | -5 | 2 | 2.9 | 14 | 1 | 1 | -1
COc1cccc(CN(C)CC(=O)Nc2cccc3ccccc23)c1 | 1.1 | -6 | -5 | -6 | -27 | 4.5 | -42 | 1.3 | 1.1 | 14
Cc1cc(Cl)cc(Cl)c1CNc1c([N+](=O)[O-])c(=O)oc2ccccc12 | 1 | -4 | 1 | -3 | 2 | 4.0 | -7 | 1 | 1 | 40
CCCCC(=O)Nc1sc2c(c1C#N)CC(C)(C)OC2 | 1 | -4 | 0 | -38 | 1 | 5.3 | -8 | 1 | 1 | -5
CC(C)Cn1c(N)c(C(=O)NCCN2CCOCC2)c2nc3ccccc3nc21 | 1 | -1 | -5 | -5 | -22 | -0.1 | -21 | 1.2 | 1.1 | 23
CCC(C)(C)n1nnnc1C(c1cccs1)N1CCCCC1 (stereo not given) | 1 | -2 | -2 | -7 | -7 | 1.1 | -3 | 1.1 | 1 | 14
CSC1=NCCN1C(=O)Cc1ccc(Cl)cc1 | 1 | -4 | -6 | -4 | 1 | 0.3 | -17 | 1 | 1.1 | 1
COCC(C)n1c(C)cc(C(=O)Cn2nc(C(=O)O)c3ccccc3c2=O)c1C (stereo not given) | 0.3 | 71* | -2 | -11 | -20 | 1.6 | -4 | 1.2 | 1 | -4
Cc1cccc(NCc2cc(Cl)cc(Cl)c2O)n1 | 1 | -4 | -2 | 2 | -4 | 1.4 | -7 | 1 | 1 | 11
CC(=O)Nc1ccc(S(=O)(=O)NCCc2ccc(F)cc2)cc1 | 1.1 | -5 | -2 | -11 | 9 | 0.7 | 9 | 0.9 | 1 | -3
Cc1ccc(C2CC(=O)c3cnc(NC(=O)c4ccco4)nc3C2)cc1 (stereo not given) | 1 | -3 | -1 | -20 | -7 | 0.2 | -6 | 1.1 | 1 | -4
CCN(Cc1ccccc1)C(=O)COC(=O)c1n[nH]c2ccccc12 | 1 | -1 | 0 | 0 | -9 | 1.4 | 29 | 1.1 | 1 | -5
Cc1nc2cc(NC(=O)N3CCC(c4ccccc4)C3)ccc2n1C (stereo not given) | 1 | -1 | -4 | -19 | -8 | 1.1 | -2 | 1.1 | 1 | -3
COc1ccc(C(=O)C2CCCN(Cc3cccn3-c3ccccn3)C2)c(OC)c1 (stereo not given) | 1 | -3 | -4 | 16 | 1 | -0.4 | -9 | 1 | 1 | 92*
CCOC(=O)c1ccccc1NC(=O)Cc1sc(-c2cccnc2)nc1-c1ccc(C)cc1 | 1.1 | -8 | 1 | -15 | -6 | 3.9 | -15 | 1.1 | 1 | 97*
Cc1cccc(C)c1NC(=O)CNC(=O)c1c(C)nn(C)c1Cl | 1 | -3 | -3 | -16 | -3 | 2.4 | -8 | 1 | 1 | -4
O=C(CN1CCN(c2ccccn2)CC1)NC1CCCCC1 | 1 | -3 | -2 | -7 | 3 | -1.4 | -7 | 1 | 1 | -1
COCCn1c(SCc2cccnc2)nnc1-c1c[nH]c2ccccc12 | 1.1 | -6 | -3 | nt | 0 | 3.3 | -13 | 1 | 1 | -5
CCN(Cc1ccccc1)C(=O)Cn1cc2c(n1)CCCC2 | 1.1 | -8 | -2 | -6 | 11 | 0.0 | -7 | 0.9 | 1 | -13
Cc1noc(C)c1S(=O)(=O)N1CCCCC1 | 1 | -2 | -1 | 4 | 7 | -0.3 | -5 | 0.9 | 1 | -5
O=C(Nc1cccnc1)c1cccnc1 | 1 | -2 | 5 | -6 | -2 | -0.3 | -5 | 1 | 1 | -2
Cc1ccc(-c2cc(C(=O)Nc3c(C)n(C)n(-c4ccccc4)c3=O)[nH]n2)c(O)c1 | 1.1 | -6 | -6 | -6 | -29 | 2.2 | -21 | 1.3 | 1.1 | 0
COc1ccc2cnn(-c3ccccc3C)c(=O)c2c1OC | 1 | -4 | 2 | 2 | 0 | 2.0 | -9 | 1 | 1 | -8
Cc1c(Cl)cccc1NC(=S)NCCC(C)C | 1.1 | -6 | -1 | 0 | 26 | 0.6 | -8 | 0.7 | 1 | 17
Cc1ccc(-n2c(=S)[nH]c3c(oc4ccccc43)c2=O)cc1C | 1 | -3 | 2 | -3 | 3 | 4.8 | 1 | 1 | 1 | 6
CCSc1nnc(NC(=O)Cc2cccc(OC)c2)s1 | 1.1 | -8 | -7 | 12 | 4 | 2.5 | -10 | 1 | 1.1 | -3
O=C(NCCN1CCN(c2ccccc2)CC1)C1CCN(S(=O)(=O)c2cccs2)CC1 | 1 | -3 | 0 | 1 | -1 | 0.3 | -2 | 1 | 1 | 0
O=C(CSc1nc2ccccc2[nH]1)Nc1ccccc1F | 1 | -2 | -4 | 6 | -6 | 1.2 | -14 | 1.1 | 1 | 13
O=C(CCN1C(=O)c2ccccc2S1(=O)=O)Nc1cccc2ccccc12 | 1 | -1 | -4 | 3 | -6 | 3.1 | -12 | 1.1 | 1 | -7
CCOc1ccccc1C1C(C(N)=O)=C(C)Nc2nc(-c3ccccc3Cl)nn21 (stereo not given) | 1 | -3 | -4 | -6 | 5 | 1.4 | 26 | 1 | 1 | 1
N#Cc1ccccc1S(=O)(=O)N1CCN(CC(O)c2ccccc2)CC1 (stereo not given) | 1 | -4 | -4 | -2 | -5 | 3.3 | -8 | 1 | 1 | -5
COc1ccc(-c2cc(C(=O)N3CCN(c4ccccc4OC)CC3)no2)cc1OC | 1 | -2 | -8 | -30 | -11 | 1.4 | -9 | 1.1 | 1.1 | 37
NC(=O)c1ccc(Nc2ccc([N+](=O)[O-])cc2[N+](=O)[O-])cc1 | 1 | -1 | 9 | 3 | 0 | 0.1 | 2 | 1 | 0.9 | 35
C/C(=N\Nc1nc(C(=O)O)cs1)c1ccccc1 | 1 | 3 | 0 | -19 | -13 | 3.0 | -14 | 1.1 | 1 | -5
Cc1ccc(C(=O)NCC(=O)NCC(=O)OCC(=O)c2ccc([N+](=O)[O-])cc2)cc1 | 1.1 | -7 | -1 | 8 | 4 | 3.2 | -3 | 1 | 1 | -9
CCCCCCN1Cc2ccccc2C1 | 1 | -3 | 0 | -75 | 0 | 0.9 | -4 | 1 | 1 | -2
Cc1c(N=C2N=C(NC(=O)c3ccc(F)cc3)c3ccccc32)c(=O)n(-c2ccccc2)n1C | 1 | -3 | 14 | 2 | -6 | 5.6 | 16 | 1.1 | 0.9 | 4
Cc1ccc(C(=O)Nc2ccc(N3CCN(S(C)(=O)=O)CC3)cc2)cc1 | 1.1 | -5 | -3 | 1 | 10 | 3.9 | -22 | 0.9 | 1 | -3
C=CCOc1c(OC)cc(/C=N/Nc2cccc(C(=O)O)c2)c(Br)c1Br | 1 | -4 | -6 | 20 | 5 | 1.8 | -4 | 0.9 | 1.1 | -7
Cc1cccc(C)c1NC(=O)CCS(=O)(=O)c1cccc2nsnc12 | 1 | -4 | -1 | 0 | 3 | 0.3 | -12 | 1 | 1 | -1
CC(=O)NC1Sc2ccccc2N=C1c1ccccc1 (stereo not given) | 0.7 | 26 | 2 | -134 | 9 | 1.4 | -4 | 0.9 | 1 | 3
CCOc1ccccc1C(=O)N1CCC(n2nnc3cc(C(F)(F)F)ccc32)CC1 | 1 | -4 | 1 | -2 | 4 | 1.1 | 0 | 1 | 1 | 3
O=C(Cn1ncc2c(=O)oc3ccccc3c21)N1CCc2ccccc2C1 | 1 | -3 | 4 | 12 | 12 | -1.7 | -6 | 0.9 | 1 | -1
Cc1cc(/C=C2/NC(=O)NC2=O)c(C)n1-c1ccncc1 | 1 | 5 | 3 | -10 | 5 | 3.1 | 7 | 0.9 | 1 | 2
CCOc1ccc2nc(SCC(=O)c3ccc(Cl)s3)sc2c1 | 1 | -4 | -1 | -10 | 21 | 9.8* | -5 | 0.8 | 1 | -3
O=C(c1cn(-c2ccccc2)nc1-c1cc2ccccc2oc1=O)N1CCOCC1 | 1.1 | -8 | -5 | -6 | 0 | 3.1 | -6 | 1 | 1.1 | -3
O=c1c2ccccc2nc(/C=C/c2ccc(O)cc2)n1CCc1ccccc1 | 0.9 | 6 | 5 | -18 | 8 | 5.2 | 9 | 0.9 | 0.9 | 36
O=C(CN1CC(c2ccccc2)CC1=O)N/N=C/c1cc(Br)ccc1O (stereo not given) | 1 | -4 | 5 | 29 | 2 | 0.3 | -14 | 1 | 0.9 | 98*
O=C(CSc1nc(-c2ccco2)cc(C(F)(F)F)n1)NCC1CCCO1 (stereo not given) | 1 | -3 | -4 | -5 | 4 | 1.2 | -13 | 1 | 1 | 2
O=C(N/C=C\c1ccccc1)NCc1ccc(Cl)cc1 | 1.1 | -7 | -4 | 2 | 6 | 2.2 | -8 | 0.9 | 1 | 25
CCCc1nn(C)c(C(=O)Nc2ccccc2)c1Cl | 0.8 | 22 | -3 | -156 | 0 | 2.9 | -13 | 1 | 1 | -6
Cc1ccc(Nc2c(-c3ccccn3)nc3ccc(C)cn23)cc1 | 1 | -5 | -12 | 60* | -8 | 0.8 | -11 | 1.1 | 1.1 | 101*
COc1cccc(C(=O)NCC(=O)OCC(=O)Nc2ncc(Cl)cc2Cl)c1 | 1 | -2 | -4 | -7 | -4 | 0.5 | -6 | 1 | 1 | -13
CC(NS(=O)(=O)/C=C/c1ccccc1)C(=O)NCCc1ccc(S(N)(=O)=O)cc1 (stereo not given) | 1 | -4 | 2 | -6 | -14 | -0.1 | 33 | 1.1 | 1 | -1
COc1cc(OC)c(C2C3=C(CCCC3=O)Nc3nc4ccccc4n32)cc1OC (stereo not given) | 1 | 0 | 0 | -29 | -3 | 4.1 | -3 | 1 | 1 | 99*
COCCN1Cc2cccc(C(=O)Nc3cc(OC)ccc3OC)c2C1=O | 1 | -4 | -1 | 8 | -3 | 0.6 | -8 | 1 | 1 | -3
O=C(CSc1nnc(-c2ccccc2O)o1)Oc1ccc(Br)cc1 | 1 | 0 | -4 | 20 | 35 | 3.1 | -2 | 0.6 | 1 | 5

Profiles, looked up by structure. Order of values: FLuc act counter | FLuc inhib CS | TNAP inh hiacc | APP transl inh | bIAP inh | RAM network inh | TNAP inh no acc | bIAP act | TNAP act hiacc | Lmaj promast
Record of `O=C(c1cn(-c2ccccc2)nc1-c1cc2ccccc2oc1=O)N1CCOCC1` → 1.1 | -8 | -5 | -6 | 0 | 3.1 | -6 | 1 | 1.1 | -3
Record of `O=C(N/C=C\c1ccccc1)NCc1ccc(Cl)cc1` → 1.1 | -7 | -4 | 2 | 6 | 2.2 | -8 | 0.9 | 1 | 25
Record of `COCCN1Cc2cccc(C(=O)Nc3cc(OC)ccc3OC)c2C1=O` → 1 | -4 | -1 | 8 | -3 | 0.6 | -8 | 1 | 1 | -3

Assay outcomes deposited in PubChem BioAssay by several laboratories.
